Compound activity as filed in PubChem BioAssay.
esBAF inh: inhibitors of esBAF chromatin remodeling in mouse ES cells; Bmi1-luciferase knock-in reporter, 24 h; 100% = twice the neutral-well signal; hit rate 2% among 350,000; reporter increase, % at 12.5 µM; AID 602393; in the data active = activation above about 40%; inconclusive = no clear call, values can overlap the other calls;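 note: 0% = median of the plate's neutral control wells and 100% = double that signal; a rise in the Bmi1 reporter signal indicates esBAF inhibition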
S100A4 inh HTS: blocks human S100A4 binding to myosin IIA peptide; P26447; hit rate 0.14% among 360,000; S100A4/TAMRA-MyoIIA peptide fluorescence polarization; inhibition, % at 10.7 µM;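 active = mean inhibition of at least 70% across replicates, with every replicate also reaching that level; inconclusive = mean inhibition reaches 70% but some replicates fall short; inactive = mean inhibition below 70%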
Target sequence (P26447 whole entry, looked up): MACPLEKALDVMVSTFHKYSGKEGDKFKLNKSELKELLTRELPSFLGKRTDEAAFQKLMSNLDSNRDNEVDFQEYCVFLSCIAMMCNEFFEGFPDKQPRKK
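Material: human S100A4 monomer with TAMRA-labelled myosin IIA peptide; buffer or medium: HEPES pH 7.2 with CaCl2, KCl, NaCl, DTT, Triton; compound dosing: one concentration per compound; schedule: 5 min incubation before reading; benchmarks: neutral control DMSO, positive control TFP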
ERp5 block: blocks human ERp5 reductase activity on insulin; Q15084; ERp5 insulin aggregation, absorbance 650 nm, 90 min; inhibition, % at 9.99 µM; hit rate 0.05% among 350,000; AID 651711;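 active = mean replicate inhibition above about 25%, with every replicate also reaching it, limit read from the data, passing the limit was not always enough; inconclusive = only one of those two criteria met; inactive = neither criterion met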
E-selectin induc: induces E-selectin expression in human endothelial cells; P16581; HUVEC E-selectin immunofluorescence imaging; normalized: neutral wells 0, TNF-alpha wells 100; activation, % at 7.58 µM; hit rate 0.37% among 260,000; AID 686992;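 active = mean E-selectin-positive cell signal at least 10% of the positive control, reached in at least 60% of replicates, without over 20% cell loss; inconclusive = no rule given, readout overlaps actives, possibly toxicity-flagged; inactive = the rest, including those meeting only one limit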;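 note: in these data hits start at about 27%; measured in HUVEC primary endothelial cells; signal is the percent of cells scored E-selectin positive by PE staining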
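Test system: HUVEC | Signal: Immunofluorescence imaging | Read-out: Percent E-selectin-positive cells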
RAD54 inh: blocks human RAD54 Holliday junction branch migration. FAM/BHQ fluorescence. Q92698. inhibition, % at 10.4 µM. AID 602329. hit rate 0.14% among 360,000;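 active = mean normalized replicate activity at least 40 and at least half of replicates scoring 40 or more; inconclusive = only one of the two criteria met; inactive = mean below 40 and under half of replicates reaching 40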;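 note: 0% = median of neutral control wells and 100% = median of positive control wells; inhibitors cause a drop in the FAM fluorescence signal; in these data hits start at about 50%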
ERAP1 HTS inh: inhibitors of human ERAP1 aminopeptidase | recombinant ERAP1, Leu-AMC fluorescence, 60 min | inhibition, % at 10.7 µM | hit rate 0.15% among 340,000 | Q9NZ08;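 active = mean replicate inhibition of at least 30%, or all replicates individually reaching that 30% level; inactive = mean below 30% and not every replicate reaching it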;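 note: 0% = neutral control wells and 100% = L-leucinethiol positive control wells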
Target sequence (Q9NZ08 whole entry, looked up): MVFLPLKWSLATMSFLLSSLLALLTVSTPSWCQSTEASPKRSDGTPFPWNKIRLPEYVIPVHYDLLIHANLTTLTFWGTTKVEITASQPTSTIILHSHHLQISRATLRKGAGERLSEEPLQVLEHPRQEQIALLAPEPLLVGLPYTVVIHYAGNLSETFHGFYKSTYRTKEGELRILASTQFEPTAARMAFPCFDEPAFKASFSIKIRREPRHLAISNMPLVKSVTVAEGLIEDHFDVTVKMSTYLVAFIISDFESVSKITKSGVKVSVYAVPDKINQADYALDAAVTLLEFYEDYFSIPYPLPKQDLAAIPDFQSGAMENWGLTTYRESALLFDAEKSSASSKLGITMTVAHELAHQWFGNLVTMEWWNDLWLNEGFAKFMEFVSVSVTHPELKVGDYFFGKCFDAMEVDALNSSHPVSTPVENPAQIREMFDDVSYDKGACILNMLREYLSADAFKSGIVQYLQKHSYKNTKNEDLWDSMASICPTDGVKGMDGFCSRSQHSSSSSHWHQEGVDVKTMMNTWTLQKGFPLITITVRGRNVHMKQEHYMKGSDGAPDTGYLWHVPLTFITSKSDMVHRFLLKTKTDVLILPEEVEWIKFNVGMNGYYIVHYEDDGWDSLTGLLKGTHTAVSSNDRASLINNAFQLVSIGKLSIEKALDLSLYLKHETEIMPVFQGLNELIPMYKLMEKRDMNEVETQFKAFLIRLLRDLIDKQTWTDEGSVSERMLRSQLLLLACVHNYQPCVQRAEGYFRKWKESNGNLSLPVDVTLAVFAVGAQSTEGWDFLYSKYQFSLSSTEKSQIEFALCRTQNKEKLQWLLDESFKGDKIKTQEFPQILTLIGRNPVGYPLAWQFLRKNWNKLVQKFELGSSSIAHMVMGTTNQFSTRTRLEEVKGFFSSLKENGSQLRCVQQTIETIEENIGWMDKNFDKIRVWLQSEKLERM
XiGFP reactiv: reactivates the inactive X chromosome in mouse fibroblasts; XiGFP mouse fibroblasts, % GFP-positive cells imaging, 3 d; cells co-treated with 5-aza-dC sensitizer; scaled so ellipticine positive control = 100%; activation, % at 7.58 µM; hit rate 0.055% among 360,000;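 active = mean normalized replicate activation at least 10% and every replicate at or above 10%; inconclusive = only one of the two criteria met; inactive = mean below 10% and not all replicates reach 10%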;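 note: 0% = median of on-plate neutral control wells and 100% = ellipticine 6 µM median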
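material = 68-5-11 XiGFP fibroblast line | medium = DMEM plus 5-aza-dC sensitizer | schedule = 3 days compound exposure | benchmarks = positive control ellipticine, 6 µM final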
RAD52 inh: blocks human RAD52 DNA annealing. recombinant RAD52 DNA annealing, FRET fluorescence. inhibition, % at 18.7 µM. hit rate 0.46% among 360,000. AID 651710;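 active = every replicate showing at least 50% inhibition; inconclusive = mean inhibition at least 50% but not in every replicate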
Active calls of the source: *; ? = inconclusive; . = not tested or not shown; & = joins results of further samples.

smiles	ERp5 block	E-selectin induc	ERAP1 HTS inh	esBAF inh	RAD52 inh	S100A4 inh HTS	RAD54 inh	XiGFP reactiv
COc1cc(C2=CCN(C(C)=O)CC2)ccc1OC(C)=O	.	0.4	.	-2	.	.	-7	0.0
COc1ccc2c3c([nH]c2c1)[C@@H](CO)N(C(=O)C1CC1)CC31CN(C(=O)c2ccncc2)C1	0	-0.1	6	.	-12	6	.	0.2
O=C(COC(=O)c1ccccc1Cl)NC1CCCCCCC1	-7	.	-1	8	-8	1	-10	-0.1
C[C@@H]1CN([C@@H](C)CO)C(=O)c2cc(C#CCc3ccccc3)cnc2O[C@@H]1CN(C)CC1CCOCC1	4	-0.1	1	0	3	-16	12	0.7
Cc1ccccc1NC(=O)CSc1nc2[nH]c(=O)cc(O)c2s1	0	-0.3	1	-1	-45	-3	9	0.0
O=C(O)C1=C[C@H](c2ccccc2)C[C@H](OCCCCO)O1	2	-0.2	0	-5	-11	-11	-4	0.0
Cc1ccccc1CC(=O)N1CCN(C(=O)c2ccco2)CC1	-19	-4.6	-3	.	-5	1	2	0.0
COCc1cc(N2CCN(C(=O)OC(C)(C)C)C[C@H]2C)ccc1N1CCN(Cc2ccccc2)[C@@H](C)C1	1	1.3	-1	.	-47	-3	.	0.4
CCc1ccccc1NC(=O)NNC(=O)CCc1ccccc1	6	.	0	-3	-2	-8	-1	0.1
O=C(COc1cccnc1[N+](=O)[O-])Nc1cccc(S(=O)(=O)N2CCCCC2)c1	1	0.0	-1	.	-15	0	6	0.1
CC(C)CC#Cc1ccc2c(c1)O[C@@H](CN(C)C(=O)c1cccc(F)c1)[C@@H](C)CN([C@@H](C)CO)S2(=O)=O	-4	-0.6	1	-3	5	-8	-3	0.0
Cn1nc(C(F)(F)F)c(-c2ccccc2)c1NC(=O)CSCC(=O)O	1	4.4	7	1	-4	-9	7	1.1
C[C@@H](NC(=O)C[C@@H]1C[C@@H]2c3cc(NC(=O)C4CCOCC4)ccc3O[C@@H]2[C@H](CO)O1)c1ccccc1	0	-0.1	-2	2	3	8	7	0.0
CC(C)Oc1cccc(C(=O)Nc2nnc([C@@H]3C[C@H](O)[C@@H](CO)O3)s2)c1	-2	0.1	7	0	-4	7	-8	0.0
C=CCn1c(O)c(N=NC(=O)CNC(=O)Cc2ccccc2)c2ccccc21	5	.	-2	-3	-9	-1	-9	0.0

Remaining list, next part:
smiles	ERp5 block	E-selectin induc	ERAP1 HTS inh	esBAF inh	RAD52 inh	S100A4 inh HTS	RAD54 inh	XiGFP reactiv
Cc1ccc(S(=O)(=O)Nc2ccc3c(c2)C(=O)N([C@H](C)CO)C[C@H](C)[C@@H](CN(C)Cc2ccc(C(=O)O)cc2)OCCCC[C@@H](C)O3)cc1	-2	.	0	-4	11	0	1	0.1
O=C(COC(=O)Cn1nnc(-c2ccccc2)n1)Nc1ccccc1Br	3	-0.2	3	.	-3	1	7	-0.1
c1ccc(-c2ccccc2OCCCCn2ccnc2)cc1	3	.	-3	4	6	7	-1	0.0
COc1ccc(CN(C)C[C@@H]2Oc3c(NC(=O)C4CC4)cccc3C(=O)N([C@@H](C)CO)C[C@H]2C)cc1	1	-0.1	2	0	0	5	2	-1.1
C[C@H]1CN([C@@H](C)CO)C(=O)c2cc(C3=CCCC3)cnc2O[C@@H]1CN(C)C(=O)c1ccncc1	0&-1&-4	0.3&-0.3	0&1&1	-3&-1&-4	-3&5&9	0&1&0	-3&-1&3	0.8&-0.3
Cc1ccc2nc(-c3ccc(NC(=O)CNC4CC4)cc3)sc2c1	0	.	3	.	-29	1	.	0.1
CC(=O)NN1C(=O)c2ccccc2NC1c1ccc(N(C)C)cc1 (stereo unspecified)	5	.	-2	10	0	-3	0	0.1
COc1ccc(NC(=O)Nc2ccc3c(c2)[C@H]2C[C@H](CC(=O)N4CCN(C)CC4)O[C@H](CO)[C@H]2O3)cc1	-3	0.0	0	-3	13	10	7	0.1
Cc1onc(-c2ccccc2Cl)c1C(=O)N1CCC(C)CC1	-1	0.3	-1	-4	-13	-1	5	0.1
COC(=O)C1CCN(c2ccc([N+](=O)[O-])cc2[N+](=O)[O-])CC1	-7	1.4	7	.	-4	-7	.	0.1
COc1ccc(OC)c(/C=C/C(=O)N2CCN(S(=O)(=O)c3ccc(C)cc3C)CC2)c1	2	.	-23	-4	-18	-2	3	0.1
CCOC(=O)c1c(NC(=O)COC(=O)c2ccc([N+](=O)[O-])cc2)sc(C(=O)N(C)C)c1C	2	-2.7	2	.	-6	-5	.	0.0
O=C(CCc1ccccc1)Nc1ccc(F)c([N+](=O)[O-])c1	5	-0.5	-1	.	-3	-3	.	0.0
CCCN1[C@@H]2Cn3c(ccc(/C=C/c4ccccc4)c3=O)[C@H]1[C@@H](C(=O)NCC1CC1)[C@@H]2CO	0	-0.1	0	6	-9	0	-3	0.0
C[C@@H]1CN([C@@H](C)CO)C(=O)c2cc(NC(=O)Nc3ccc(F)cc3)ccc2O[C@@H](C)CCCCO[C@H]1CN(C)CC1CC1	1	-0.2	2	-1	30	5	21	0.5

Remaining list, next part
smiles	ERp5 block	E-selectin induc	ERAP1 HTS inh	esBAF inh	RAD52 inh	S100A4 inh HTS	RAD54 inh	XiGFP reactiv
NC(=O)c1cc2cc([N+](=O)[O-])ccc2oc1=O	-1	1.6	1	-2	-23	-2	-12	-0.1
CCOC(=O)Cc1csc(NS(C)(=O)=O)n1	5	.	1	-5	0	1	-6	.
COc1ccc(CCNC(=O)CCC(=O)N2CCOc3ccc(C)cc32)cc1OC	-1	3.3	4	3	-5	-14	-1	0.0
O=C(O)C(O)C(O)c1nc2ccccc2[nH]1 (stereo unspecified)	3	.	0	-7	1	1	.	0.0
COc1ccccc1NC(=O)N[C@@H]1CC[C@@H](CCNS(=O)(=O)c2ccc(C)cc2)O[C@@H]1CO	-3	1.1	0	.	4	-18	.	-0.3
C[C@H](CO)N1C[C@H](C)[C@H](CN(C)Cc2ccc(Cl)c(Cl)c2)Oc2ccc(NC(=O)CCN3CCOCC3)cc2CC1=O	-1	-3.0	1	0	2	6	-12	0.0
COc1ccc(S(=O)(=O)N2CCC(C(=O)N3CCN(C)CC3)CC2)cc1OC	3	0.0	-2	-7	-4	2	1	0.1
CN(C)c1cccc(C(=O)N/N=C/c2ccoc2)c1	1	0.0	-1	.	-10	-4	.	0.2
CCCN(C)C[C@@H]1Oc2cc(C#Cc3cccc(OC)c3)ccc2S(=O)(=O)N([C@H](C)CO)C[C@@H]1C	5	0.7	-1	-7	-70	10	-2	0.3
COc1ccc(C2OCC(C)([N+](=O)[O-])CO2)cc1 (stereo unspecified)	-3	0.0	-3	-1	-4	-2	4	0.2
CCS(=O)(=O)c1nc(S(=O)(=O)c2ccc(Cl)cc2)c(N2CCC(O)CC2)s1	-2	.	-1	-7	-6	-2	9	0.0
CCC(C)C(NC(=O)OCc1ccccc1)C(=O)NC(Cc1ccc(O)cc1)C(=O)OC (stereo unspecified)	-9	-3.7	-4	.	-14	4	.	0.4
CC(C)(C)NC(=O)C[C@H]1C[C@H](C(=O)N2CCCCC2)[C@@]2(CCc3ccccc3)c3[nH]c4cc(-c5ccco5)ccc4c3CCN2C1=O	-4	.	0	7	-30	-12	-8	0.1
CCN(Cc1cc2cc(C)ccc2[nH]c1=O)C(=O)c1cccc([N+](=O)[O-])c1	-5	4.6	-3	-1	-9	4	.	0.0
O=C(NCc1ccc(Cl)cc1)C1CCN(S(=O)(=O)c2ccc(N3CCCC3=O)cc2)CC1	4	.	1	-5	-3	-10	-7	0.1

The last two compounds of the section above come first, to join the parts:
smiles	ERp5 block	E-selectin induc	ERAP1 HTS inh	esBAF inh	RAD52 inh	S100A4 inh HTS	RAD54 inh	XiGFP reactiv
CCN(Cc1cc2cc(C)ccc2[nH]c1=O)C(=O)c1cccc([N+](=O)[O-])c1	-5	4.6	-3	-1	-9	4	.	0.0
O=C(NCc1ccc(Cl)cc1)C1CCN(S(=O)(=O)c2ccc(N3CCCC3=O)cc2)CC1	4	.	1	-5	-3	-10	-7	0.1
Cc1cc(NC(=O)CN2C(=O)NC(CC(C)C)C2=O)ccc1Br (stereo unspecified)	-5	.	1	-1	-9	-1	-15	-0.1
CCCCCC(=O)Nc1cccc(C2=NOC3(C2)C[C@H](C(N)=O)N(C(=O)c2ccccc2)C3)c1 (stereo partly specified)	.	0.0	.	-3	.	.	-3	0.5
COc1cc(OC)cc(C(=O)NCCS(=O)(=O)N2CCN(Cc3ccccc3)CC2)c1	2	7.8	6	-7	-1	-2	1	0.2
CCOc1ccc(CNC(=O)CCCn2nc(C)c3c(C)n(-c4ccc(C)cc4)nc3c2=O)cc1	-15	0.0	0	12	-9	-3	-19	0.0
CCOC(=O)N1CCC(NCCNC(=O)c2ccccc2)CC1	-3	.	-1	5&-4	-5	-6	2&-10	0.2
COc1ccc(N(C)S(=O)(=O)c2cccc(C(=O)N3CCN(S(=O)(=O)c4ccc(C)cc4)CC3)c2)cc1	-1	.	3	-2	9	-9	1	0.2
Cc1ccc(S(=O)(=O)c2cnc3cc(C)nn3c2N)cc1	-4	.	6	.	-5	1	.	0.0
Cc1ccc(C(=O)Nc2nnc([C@H]3C[C@H](O)[C@@H](CO)O3)s2)cc1	0	0.2	0	11	0	-1	2	0.0
O=C(O)C1=C[C@H](c2cccs2)C[C@H](OCc2ccc(CO)cc2)O1	6	-0.1	-1	9	-11	-11	5	0.6
Cc1nnc(SCC(=O)c2ccc(Br)cc2)s1	-5	-3.1	-3	.	-23	1	.	0.4
Cc1cccc(-c2nc(CS(=O)CC(=O)N3CC(C)CC(C)C3)c(C)o2)c1 (stereo unspecified)	1	.	0	.	-6	-4	.	-0.1
O=C(Nc1cccc(C(F)(F)F)c1)c1csc([C@@H]2C[C@H](O)[C@@H](CO)O2)n1	1	0.1	-1	7	10	-5	1	-0.1
CCOC(=O)c1ccc(N2CCOCC2)c(NC(=O)c2nccnc2C(=O)O)c1	-7	-0.2	-15	.	-13	-6	-21	0.3
C[C@H](CO)N1C[C@H](C)[C@@H](CN(C)S(=O)(=O)c2cn(C)cn2)Oc2ccc(NS(C)(=O)=O)cc2CC1=O	.	?	.	2	.	.	2	0.1
CSc1nnc(-c2cnccn2)n1C	-15	.	3	-3	-14	-1	-12	.

More compounds follow.
smiles	ERp5 block	E-selectin induc	ERAP1 HTS inh	esBAF inh	RAD52 inh	S100A4 inh HTS	RAD54 inh	XiGFP reactiv
Cc1ccc(C(=O)N2CCCC(C(F)(F)F)C2)cc1S(=O)(=O)N1CCOCC1 (stereo unspecified)	3	.	3	0	-10	0	0	0.1
CC(C)(C)OC(=O)NCCCC[C@@H](C(=O)N1CCN(C(=O)OC(C)(C)C)CC1)n1cc(CCC(=O)O)nn1	0	-0.3	.	-17	-4	0	1	0.0
C[C@H]1CN([C@@H](C)CO)C(=O)Cc2cc(NC(=O)Cc3ccccc3)ccc2O[C@H]1CN(C)S(=O)(=O)c1cn(C)cn1	.	-2.3	.	0	.	.	-5	0.1
O=C(C[C@H]1CC[C@@H]2[C@H](COC[C@H](O)CN2S(=O)(=O)c2ccc(F)cc2)O1)N[C@H]1CCN(Cc2ccccc2)C1	1	0.0	3	-10	-4	5	3	0.2
Cc1noc(C)c1NC(=O)Nc1ccc2c(c1)CC(=O)N([C@H](C)CO)C[C@H](C)[C@H](CN(C)Cc1ccccc1)O2	-1	-0.1	-1	1	2	25	5	0.0
